CCT modulator = changes cytosolic chaperonin activity | hit rate 0.3% among 360,000 | activity change, % (concentration not given with the values), hits read low | purified chaperonin ATPase assay, HTRF ADP detection, 30 min; in the data active = activity change below about -30%; note: % is set by controls: 0 for no effect and ±100 for the full control effect
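TRiC at 40 or 20 nM final (batch-dependent) in 30 mM Tris pH 7.4, 100 mM KCl, 5 mM MgCl2, 1 mM DTT, with compound at single 76 uM and 10 uM ATP, 30 min at 37 deg C. ADP detected by HTRF Transcreener, 665/615 ratio.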
EPAC2 antagonist = EPAC2 (human) antagonism; EPAC2 GEF exchange of Rap1B-BODIPY-GDP, fluorescence; Potency, µM (top dose mostly 114 µM), without a hit: at the top dose activity, negative = inhibition, most hits filed as inhibitors; hit rate 0.18% among 360,000; note: potency is the fitted concentration of half-maximal effect; % is set by controls: 0 for no effect and ±100 for the full control effect; nearly all actives have a fitted effect of over 45% in size; many of its hits are not listed in these tables
Target sequence (Q8WZA2 whole entry, looked up): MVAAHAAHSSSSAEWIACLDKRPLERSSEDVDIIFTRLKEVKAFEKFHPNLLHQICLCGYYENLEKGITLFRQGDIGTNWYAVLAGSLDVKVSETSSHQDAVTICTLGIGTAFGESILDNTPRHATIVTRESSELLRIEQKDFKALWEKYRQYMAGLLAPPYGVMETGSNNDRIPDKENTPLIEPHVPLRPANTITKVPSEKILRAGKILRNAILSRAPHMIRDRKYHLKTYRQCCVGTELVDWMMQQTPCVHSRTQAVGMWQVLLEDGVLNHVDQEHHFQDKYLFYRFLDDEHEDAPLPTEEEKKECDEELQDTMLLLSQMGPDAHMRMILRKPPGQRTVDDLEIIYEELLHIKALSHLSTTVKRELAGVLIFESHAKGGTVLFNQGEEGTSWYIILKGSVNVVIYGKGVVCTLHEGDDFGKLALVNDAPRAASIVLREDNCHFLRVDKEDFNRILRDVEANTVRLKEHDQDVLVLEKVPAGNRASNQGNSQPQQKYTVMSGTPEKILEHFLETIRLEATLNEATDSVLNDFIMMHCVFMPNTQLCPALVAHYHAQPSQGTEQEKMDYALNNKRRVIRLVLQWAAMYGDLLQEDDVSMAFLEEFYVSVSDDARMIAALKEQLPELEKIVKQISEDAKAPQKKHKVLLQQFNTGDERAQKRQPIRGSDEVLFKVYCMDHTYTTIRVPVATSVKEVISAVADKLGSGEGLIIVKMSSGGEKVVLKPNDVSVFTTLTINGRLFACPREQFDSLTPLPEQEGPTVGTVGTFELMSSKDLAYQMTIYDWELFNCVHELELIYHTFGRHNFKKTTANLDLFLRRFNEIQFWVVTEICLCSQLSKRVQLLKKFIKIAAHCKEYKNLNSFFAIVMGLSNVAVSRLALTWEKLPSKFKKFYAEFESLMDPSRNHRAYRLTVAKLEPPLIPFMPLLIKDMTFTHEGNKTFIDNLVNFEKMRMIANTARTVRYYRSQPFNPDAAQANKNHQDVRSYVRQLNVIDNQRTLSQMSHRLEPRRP
MmCpn inh = M. maripaludis TRiC chaperonin inhibition. purified Mm-Cpn ATPase, ADP Transcreener TR-FRET. Potency, µM (highest dose often 76.9 µM), for inactives: at the highest dose activity, negative = inhibition, hits mostly inhibitors. hit rate 0.031% among 330,000; note: potency is the fitted concentration of half-maximal effect; % is set by controls: 0 for no effect and ±100 for the full control effect; nearly all actives have a fitted effect of over 80% in size
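Reaction buffer contained 30 mM Tris pH 7.4, 100 mM KCl, 5 mM MgCl2 and 1 mM DTT. Mm-CPN (25 nM final) hydrolysed 10 uM ATP over 30 min at 37°C; ADP was read by HTRF.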
PTHR1 ag = agonists of human PTHR1 parathyroid hormone receptor; Potency, µM (top dose mostly 115 µM), for the others: at the highest dose activation, most hits filed as activators; Q03431; HEK293 GP2 PTHR1 cells, GloSensor cAMP luminescence, 1 h; hit rate 0.075% among 410,000; note: potency is the fitted concentration of half-maximal effect; nearly all actives have a fitted effect of over 55% in size; some results filed as inactive show a strong effect at the top dose; inactives centre near -15; many of its hits are not listed in these tables
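HEK-293-derived GP2 cells expressing PTHR1 and a GloSensor cAMP reporter, 3,000/well, plated overnight, given luciferin plus IBMX (each 0.5 mM as added) for 1 h at 37 °C, then compound for 1 h at 37 °C. Luminescence was read after 15 min at room temperature.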
D3 antag = blocks the human D3 dopamine receptor. P35462. D3R cells, DiscoveRx beta-arrestin luminescence, antagonist mode; hits give low values. max response, negative = inhibition, %. hit rate 2.5% among 360,000. AID 652054; in the data active = max response below about -50%; inconclusive = no clear call, values can overlap the other calls; note: % is set by controls: 0 for no effect and ±100 for the full control effect; mostly tested at two doses, the higher about 12 µM
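Cells plated overnight at 1500 cells/well, then exposed to library compounds with dopamine controls for 90 minutes at 37 degrees C. DiscoveRx reagent added for 30–60 minutes at room temperature; luminescence read, quantitative HTS format.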
EPAC2 ag = activates human EPAC2 exchange factor. Q8WZA2. EPAC2 activation, biochemical qHTS; response scale: 100% = 6.5 mM cAMP response. Potency, µM (top dose mostly 154 µM), inactives show at the highest dose activation, most hits filed as activators. hit rate 0.079% among 360,000. AID 720711; note: potency is the fitted concentration of half-maximal effect; nearly all actives have a fitted effect of over 50% in size
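Fluorescence exchange assay: 100 nM EPAC2 with 250 nM RAP1B-BODIPY-GDP and 50 uM GDP; compounds tested as a concentration-titration series (qHTS). Loss of Rap1-bound BODIPY-GDP fluorescence read at 480/540 nm; data normalized to 6.5 mM cAMP.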
D3 ag = agonists of human D3 dopamine receptor | D3R DiscoveRx beta-arrestin cells, luminescence, 90 min | max activation, % | hit rate 0.58% among 410,000 | AID 652048; in the data active = max activation above about 30%; note: 0% is about no effect; mostly tested at two doses, the higher about 12 µM
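Cells at 1500/well, incubated overnight, then treated with pinned compounds (dopamine as control) for 90 min at 37 degrees C. DiscoveRx reagent added for 30 - 60 minutes at room temperature; luminescence read.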
pAkt inh = Akt phosphorylation inhibition. Neuro2A IGF-stimulated pAkt S473 HTRF, 20 min; hits give low values. activity change, % for hits at 50 µM. hit rate 0.32% among 360,000. AID 651550; in the data active = activity change below about -80%; inconclusive = mostly about -51% to -80%; note: % is set by controls: 0 for no effect and ±100 for the full control effect
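Neuro2A cells in DMEM with 0.5% FBS, overnight at 37 deg C, given compound at single 50 µM final, then IGF (6 nM final) for 20 min at 37 deg C. Lysed; phospho-Akt Ser473 by HTRF after 24 h, 665/615 ratio.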
* = called active by the depositor; i = inactive; ? = inconclusive; nt = no result given; [ ] = another dose, or the depositor's remark. Unless noted, calls come from the whole dose curve; as a rule, active = well fitted curve in the direction sought with a large enough effect; inconclusive = small, poorly fitted or top-dose-only effect, or another doubt; inactive = no such curve, though single readings can be large; an effect the other way counts as inactive or inconclusive. Not all compounds are listed; the hit share may differ from the screen's.

SMILES	CCT modulator	EPAC2 antagonist	MmCpn inh	PTHR1 ag	D3 antag	EPAC2 ag	D3 ag	pAkt inh
Nc1nccc(SCc2ccccc2)n1	-1.8	1%	nt	i	11	-3%	4	i
O=C(CSc1cc(Cl)ccc1Cl)NCC(=O)Nc1ccc(F)c(F)c1F	1.8	-9%	2%	-20%	2	-2%	-7	i
COc1ccc(S(=O)(=O)N2CCN(C)CC2)cc1NC(=O)c1ccccc1C	0.4	-7%	-2%	i	-1	13%	7	i
CN1CCN(c2ccccc2NC(=O)Cc2ccc(Cl)cc2)CC1	-0.4	-1%	0%	?	-7	8%	-11	i
CCCC(C(=O)Nc1nccs1)c1ccccc1 (stereo not drawn)	-0.9	-1%	1%	-7%	8	4%	3	i
CCn1cc(/C=N\NC(=O)C2(C)CC2(Cl)Cl)c(C)n1 (stereo not drawn)	-2.0	5%	3%	i	-10	3%	0	i
CC(C)Cn1c(-c2ccccc2F)n[nH]c1=S	0.5	2%	-3%	0%	3	6%	4	i
O=C(COC(=O)Cc1ccc(Cl)cc1Cl)NC1CC1	-1.3	-1%	-1%	-7%	0	5%	7	i
CN(C(=O)c1cccc(NC(=O)Cc2ccc(NC(=O)C3CCN(C(=O)C4CC4)CC3)cc2)c1)C1CC1	-0.2	0%	nt	-18%	5	8%	5	i
CCOC(=O)CCc1c(C)c2ccc(OC(C)C(=O)OCC)c(C)c2oc1=O (stereo not drawn)	-0.6	-6%	nt	8%[57.5 µM]	2	-7%	22	i
CC(C)Oc1ccc(C(=O)OCC(=O)c2ccc[nH]2)cc1	-1.8	-11%	-4%	-34%	8	-3%	13	i
Cc1ccc(C(C)C)c(OCC(=O)OCC(=O)NC2CCS(=O)(=O)C2)c1 (stereo not drawn)	0.1	-15%	0%	i	0	1%	0	i

Arranged by molar mass (lowest first): some entries from above
SMILES	CCT modulator	EPAC2 antagonist	MmCpn inh	PTHR1 ag	D3 antag	EPAC2 ag	D3 ag	pAkt inh
CCCC(C(=O)Nc1nccs1)c1ccccc1 (stereo not drawn)	-0.9	-1%	1%	-7%	8	4%	3	i
CC(C)Oc1ccc(C(=O)OCC(=O)c2ccc[nH]2)cc1	-1.8	-11%	-4%	-34%	8	-3%	13	i
O=C(COC(=O)Cc1ccc(Cl)cc1Cl)NC1CC1	-1.3	-1%	-1%	-7%	0	5%	7	i
CCn1cc(/C=N\NC(=O)C2(C)CC2(Cl)Cl)c(C)n1 (stereo not drawn)	-2.0	5%	3%	i	-10	3%	0	i
CN1CCN(c2ccccc2NC(=O)Cc2ccc(Cl)cc2)CC1	-0.4	-1%	0%	?	-7	8%	-11	i
Cc1ccc(C(C)C)c(OCC(=O)OCC(=O)NC2CCS(=O)(=O)C2)c1 (stereo not drawn)	0.1	-15%	0%	i	0	1%	0	i
CCOC(=O)CCc1c(C)c2ccc(OC(C)C(=O)OCC)c(C)c2oc1=O (stereo not drawn)	-0.6	-6%	nt	8%[57.5 µM]	2	-7%	22	i
COc1ccc(S(=O)(=O)N2CCN(C)CC2)cc1NC(=O)c1ccccc1C	0.4	-7%	-2%	i	-1	13%	7	i
O=C(CSc1cc(Cl)ccc1Cl)NCC(=O)Nc1ccc(F)c(F)c1F	1.8	-9%	2%	-20%	2	-2%	-7	i

Later entries
SMILES	CCT modulator	EPAC2 antagonist	MmCpn inh	PTHR1 ag	D3 antag	EPAC2 ag	D3 ag	pAkt inh
CCOc1cc(C(=O)Nc2nnc(S(=O)(=O)N3CCOCC3)s2)cc(OCC)c1OCC	-1.6	-18%	-1%	-30%	-1	-15%	1	i
COc1cc(NC(=O)c2cccnc2SC)cc(OC)c1	1.5	1%	-10%	i	?	1%	-9	i
COc1ccc(N2C(=NC(=O)C3CCCCC3)SC3CS(=O)(=O)CC32)c(OC)c1 (stereo not drawn)	-0.7	-1%	0%	-18%	18	-5%	-6	i
COc1ccc(CNC(=O)c2ccc(N3CCC4(CC3)CC(c3ccc(Cl)cc3)=NO4)c(NC(=O)Cc3ccc(F)cc3)c2)cc1	-1.1	-12%	0%	5%	35	5%	2	i
CN(C)/C=N/c1c(C#N)cnn1-c1ncnc2sc(-c3ccccc3)cc12	-0.9	-6%	-2%	-26%[57.5 µM]	1	0%	7	i
O=C(/C=C/c1ccc(F)cc1)NC(=S)N1CCOCC1	-5.8	-2%	-4%	-4%	-8	2%	6	i
Cc1ccc2cc(C)c(SCC(=O)NCc3ccco3)nc2c1	0.2	-4%	-9%	i	-10	2%	1	i
CCCNC(=O)COC(=O)/C(C#N)=C/c1cc(C)n(CCC)c1C	-2.5	8%	0%	-23%	-10	11%	1	i
O=C(Nc1ccc(F)cc1)C(CCc1ccccc1)N1CCN(Cc2c(F)cccc2Cl)CC1 (stereo not drawn)	nt	6%	nt	-3%	-15	5%	-8	i
CCOc1ccc(N(C(=O)Cn2nnc3ccccc32)C(C(=O)NC(C)(C)CC)c2cccn2C)cc1 (stereo not drawn)	-0.8	-7%	0%	-1%[57.5 µM]	-23	-83%[inhibitor][15.6 µM]	0	nt
CCOC(=O)c1ccc(N/C(=N\S(=O)(=O)c2ccccc2C)c2ccccc2)cc1	-6.9	-8%	-1%	-5%[57.5 µM]	-10	24%	-2	i
COCCNC(=O)C1CCCN(S(=O)(=O)c2cccc3nsnc23)C1 (stereo not drawn)	0.5	6%	3%	i	2	-7%	10	i
CC(=O)[C@@H]1[C@@H](C(=O)c2ccc(C)cc2)[C@]2(C(=O)Nc3ccccc32)[C@H]2C=Cc3cc(F)ccc3N12	0.4	-8%	-3%[15.4 µM]	-7%	-21	13%	-1	i
CC(C)(CSc1nncn1N)NS(=O)(=O)c1ccc(Cl)cc1	0.5	15%	3%	i	-13	4%	-14	i
O=C(O)CSc1nnc(CNc2ccccc2Cl)n1-c1ccccc1	-1.3	12%	-1%	i	0	-5%	10	i
COc1ccc2cc(C(=O)NC3CCCCC3)c(=O)oc2c1	-3.9	-5%	1%	i	24	11%	-7	i
NS(=O)(=O)c1ccc(CNc2ncnc3sccc23)cc1	-0.1	5%	-1%	-1%	?	1%	1	i
O=C(N/N=C/c1cn(CCOc2ccccc2)c2ccccc12)c1ccncc1	-0.3	11%	0%	-20%	12	-4%	1	i
O=C(c1ccc(NC(=S)Nc2ccc(Cl)c(Cl)c2)cc1)N1CCCC1	-0.5	5%	-2%	-33%[inhibitor]	16	8%	12	i
CC(=O)Nc1ccccc1OCC(=O)NCCc1ccc(Cl)cc1Cl	1.4	1%	-2%	-31%[inhibitor]	20	-13%	1	i
Cc1cc(Cl)ccc1NC(=S)N1CCOCC1	-0.6	6%	1%	-22%	-16	10%	-7	i
Cn1c(Cn2c(=O)sc3ccccc32)nnc1SCc1cccc(F)c1	0.0	-6%	-2%	-16%	9	1%	2	i
CCOCCn1c(N2CCN(c3ccc(OC)cc3)CC2)nc2c1c(=O)[nH]c(=O)n2C	0.5	-5%	2%	-6%[57.5 µM]	-2	-11%	-2	i
CC(Cc1n[nH]c(=S)n1N)c1ccccc1 (stereo not drawn)	1.1	-13%	4%	i	17	-17%	10	i

Looked up above.
`CC(C)Oc1ccc(C(=O)OCC(=O)c2ccc[nH]2)cc1` @ PTHR1 ag = -34%
`CC(Cc1n[nH]c(=S)n1N)c1ccccc1` (stereo not drawn) @ D3 ag = 10

New compounds follow.
SMILES	CCT modulator	EPAC2 antagonist	MmCpn inh	PTHR1 ag	D3 antag	EPAC2 ag	D3 ag	pAkt inh
Cc1cc(N2CCN(C)CC2)n2nc(-c3ccc(Cl)cc3)nc2n1	-2.0	8%	0%	-18%	0	6%	-3	i
COc1ccc(OC)c(NC(=O)c2cc(S(=O)(=O)NCc3ccco3)ccc2F)c1	-1.3	-2%	1%	17%[57.5 µM]	?	0%	0	i
COc1ccc(CN2C(=O)N(c3ccccc3)C(=O)C2CC(=O)Nc2ccccc2)cc1OC (stereo not drawn)	-1.8	3%	1%	i	-10	5%	-11	i
Cc1noc(C)c1S(=O)(=O)N(C)C[C@H]1OCCCC[C@@H](C)Oc2ccc(NS(=O)(=O)c3cn(C)cn3)cc2C(=O)N([C@H](C)CO)C[C@@H]1C	-1.5	1%	nt	-22%	-3	-11%	-7	i
O=C(CSc1nc2ccccc2o1)c1cc2ccccc2oc1=O	-1.9	-15%	-7%	i	27	9%	-11	i
Cc1c(OC(C(=O)O)c2ccccc2)ccc2c3c(c(=O)oc12)CCC3 (stereo not drawn)	-1.8	-4%	1%	i	5	-7%	3	i
CCN(CC)CCN1C(=O)c2ccccc2NC1c1ccc(N(C)C)cc1 (stereo not drawn)	-8.9	20%	-5%	i	24	16%	-10	i
CCn1cc(C(=O)OC)c(=O)c2cc(S(=O)(=O)N(C)C3CCCCC3)ccc21	-0.7	-4%	-2%	-11%	6	2%	7	i
COc1ccc(C=C2CS(=O)(=O)CC(=Cc3ccc(OC)cc3)C2=O)cc1	-4.2	0%	nt	-51%[inhibitor]	-64*	0%	-8	i
O=C(/C=C/c1cccs1)N1CCN(c2ccccc2)CC1	-2.2	11%	1%	i	8	2%	-5	i
O=C(CN1CCN(c2nc(-c3ccc(F)cc3)cs2)CC1)NCc1ccc2c(c1)OCO2	-2.5	-2%	?	-44%[inhibitor]	36	19%	1	i
COc1ccc(C(C#N)c2ccc(=O)[nH]n2)cc1 (stereo not drawn)	-0.3	2%	-1%	i	8	-1%	0	i
Cc1ccc(N2C(=O)Nc3ccccc3S2(=O)=O)cc1Cl	0.2	-25%	3%	-22%	13	7%	0	i
Cc1ccc(N(CC(=O)Nc2c(C)cccc2C)S(C)(=O)=O)cc1	1.2	8%	1%	i	-16	7%	-7	i
CCC(CC)C(=O)Nc1cccc(C(=O)N2CCCCCC2)c1	0.4	4%	0%	-6%[57.5 µM]	17	1%	1	i
O=C(CN(C(=O)c1csnn1)c1ccccc1)NCCc1ccccc1	0.8	3%	-1%	i	5	-3%	12	i
CC(C)c1ccc(NC(=S)NCCc2c[nH]c3ccccc23)cc1	-1.4	-17%	1%	-94%[inhibitor]	13	25%	-1	i
Cc1cc(C(C)(C)C)cc(C)c1C(=O)O	-0.5	0%	-2%	i	-4	3%	-19	i
Cn1c(=O)c(C(=O)CN2CCCCCC2)c(N)n(Cc2ccccc2)c1=O	-3.8	-3%	-6%	i	10	-10%	1	i
COc1ccc(OCCCSc2ncccn2)cc1	-1.0	-2%	0%	i	1	-10%	-1	i

Screening results (PubChem BioAssay)
